UTI89 phage lysis = inhibition of K1F phage lysis, E. coli UTI89, bacterial capsule biogenesis inhibitors, alamar blue (AID 488966). E. coli UTI89 K1F phage lysis, alamar blue, 2 h; higher % means a stronger effect. inhibition, % at 100 µM, or IC50 in µM where a hit was titrated. 340,000 compounds, 0.02% hits;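 active = phage lysis inhibition, versus mean bacterial control, above a set limit; inconclusive = no clear call, values can overlap the other calls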;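 also: capsule biogenesis inhibitors block K1F phage lysis so surviving cells raise fluorescence; higher fluorescence means more inhibition of phage lysis; actives were called in the ten point dose series up to 300 µM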
Myeloid diff 2 = compounds promoting myeloid differentiation. calls only at 10 µM. ER-HoxA9 myeloid progenitors, lysozyme-GFP differentiation, flow cytometry. AID 624256. 360,000 compounds, 1% hits;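 active = normalized GFP-positive differentiation at or above the plate's own cutoff, the solvent-only control mean plus 3 SD; inconclusive = no clear call, values can overlap the other calls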;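 also: cells exposed to compound for four days before flow analysis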
Myeloid diff 2 GFP+ MAC1+ % = also measured in Myeloid diff 2; calls as there; GFP+ MAC1+ double positive, %; measured here: differentiation confirmed by MAC1 staining
* hit, by the source's call; i = inactive; ? = inconclusive; . = no result given; + = active, no number; [ ] = remark or other dose. Only part of the results is shown; the hit share may differ from the screen's.

Below each compound: UTI89 phage lysis	Myeloid diff 2	Myeloid diff 2 GFP+ MAC1+ %
> CCN(c1ccccc1)S(=O)(=O)c1ccc(C(=O)NC2CCN(Cc3ccccc3)CC2)cc1
  0.0%	i	3.1
> CCCCCCSc1ccc([C@@H]2[C@H]3C(=O)N(CC)C(=O)[C@H]3[C@]3(C(=O)OC)CCCCN23)cc1
  2.0%	i	1.2
> CN(C)C(CNC(=O)c1ccc2[nH]c(=O)c(=O)[nH]c2c1)c1ccco1 (stereo unspecified)
  0.7%[50 µM]	i	1.3
> CCOc1ccc(C(=O)OCC(=O)N(Cc2ccccc2)Cc2ccccc2)cc1OC
  -0.2%[50 µM]	i	0.4
> COc1ccc(CC(=O)O/N=C(\N)c2ccccc2)cc1OC
  0.1%	i	1.3
> C=CC[C@H](CC(=O)N[C@H](CO)Cc1ccccc1)C(=O)N[C@@H](COC(=O)[C@@H](CC=C)Cc1ccc(F)cc1)Cc1c[nH]c2ccccc12
  0.7%	i	0.2
> O=S(=O)(NCc1nc2ccccc2[nH]1)c1ccccc1
  0.0%	i	1.2
> COc1cccc(NC(=O)CN(C)C(=O)c2c(C)noc2C)c1
  -0.1%[50 µM]	i	0.3
> CCCCN(C(=O)c1cccc(N2C(=O)c3ccccc3C2=O)c1)c1c(N)n(CC(C)C)c(=O)[nH]c1=O
  -0.3%[50 µM]	i	0.7
> N#C[C@H]1C2OC2c2ccccc2N1C(=O)c1ccccc1 (stereo partly specified)
  3.0%	i	1.8
> Cc1ccc(OCCC(=O)NNC(=O)c2cc(C)oc2C)cc1
  1.1%[50 µM]	i	0.5
> C=CCn1c(C)cc(-c2csc(NC(=O)C3=COCCO3)n2)c1C
  1.0%[50 µM]	i	1.0
> Cc1cc(C)nc(NC(=O)CN2C(=O)c3ccccc3S2(=O)=O)n1
  0.9%[50 µM]	i	0.7
> COc1ccccc1C(=O)NCCC(=O)NNC(=O)Cn1ccc(C(F)(F)F)n1
  -0.5%[50 µM]	i	0.9
> CSc1ccc(C(=O)c2[nH]c(=O)[nH]c2C)cc1
  4.9%	i	1.9
> O=C(NCc1ccncc1)c1cc(S(=O)(=O)N2CCOCC2)c(Cl)cc1Cl
  1.6%[50 µM]	i	1.0
> CCc1ccccc1NC(=O)CNC(=O)c1ccc(OCc2cn3ccccc3n2)cc1
  3.5%	i	0.6
> CCCNC(=O)C(Cc1ccc(I)cc1)NC(=O)C1CC1 (stereo unspecified)
  1.3%	i	1.7
> CC(C)CN(C(=O)c1cccc(S(=O)(=O)N2CCN(Cc3ccccc3)CC2)c1)C1CCS(=O)(=O)C1 (stereo unspecified)
  1.1%[50 µM]	i	0.8
> O=c1cc[nH]c2c1ccc1cccnc12
  0.1%	i	1.0

Entries listed so far with fluorine (2):
Below each compound: UTI89 phage lysis	Myeloid diff 2	Myeloid diff 2 GFP+ MAC1+ %
> C=CC[C@H](CC(=O)N[C@H](CO)Cc1ccccc1)C(=O)N[C@@H](COC(=O)[C@@H](CC=C)Cc1ccc(F)cc1)Cc1c[nH]c2ccccc12
  0.7%	i	0.2
> COc1ccccc1C(=O)NCCC(=O)NNC(=O)Cn1ccc(C(F)(F)F)n1
  -0.5%[50 µM]	i	0.9

Molecules above with a furan ring, fused or not (2):
Below each compound: UTI89 phage lysis	Myeloid diff 2	Myeloid diff 2 GFP+ MAC1+ %
> CN(C)C(CNC(=O)c1ccc2[nH]c(=O)c(=O)[nH]c2c1)c1ccco1 (stereo unspecified)
  0.7%[50 µM]	i	1.3
> Cc1ccc(OCCC(=O)NNC(=O)c2cc(C)oc2C)cc1
  1.1%[50 µM]	i	0.5

More results
Below each compound: UTI89 phage lysis	Myeloid diff 2	Myeloid diff 2 GFP+ MAC1+ %
> CCOc1ccc(CN(C)C(=O)CCc2ccc(S(=O)(=O)N3CCCCCC3)cc2)cc1
  1.9%[50 µM]	i	0.6
> COc1ccc(NC(=O)CN(C)C(=O)c2ccc(N3CCCC3)c([N+](=O)[O-])c2)cc1
  0.8%[50 µM]	i	0.5
> O=C1C=C(c2ccc(F)cc2OCc2ccccc2)C[C@@H](c2ccc3c(c2)OCO3)C1
  0.5%	i	0.7
> COc1ccc(NC(=O)c2cnc(SCC(=O)NCCc3ccccc3)n(C)c2=O)cc1
  1.0%[50 µM]	i	1.3
> CN(C)CC/C=C1\c2ccccc2Sc2cc(F)c(Cl)cc21
  3.9%	i	0.6
> Cc1cc(NC(=O)CCS(=O)(=O)c2ccc(F)cc2)no1
  1.4%[50 µM]	i	0.6
> N#Cc1ccc(CN2CCN(C(=O)CN3C(=O)NC4(CCCC4)C3=O)CC2)cc1
  0.4%[50 µM]	i	0.6
> CC(NC(=O)COc1ccccc1)C(=O)NCc1ccccc1Cl (stereo unspecified)
  0.4%[50 µM]	i	0.1
> O=C(CNC(=O)c1ccc(Br)o1)NNC(=O)c1ccc(Br)cc1
  7.9%	i	1.3
> CCc1nccn1S(=O)(=O)c1cc(OC)ccc1OC
  -1.4%	i	0.6
> O=C(NCCc1ccccc1)c1cccc(S(=O)(=O)NCc2ccccc2)c1
  0.4%[50 µM]	i	0.0
> O=C(C1=C(O)C(=O)N(c2nc3ccc(Cl)cc3s2)C1c1ccco1)c1ccco1 (stereo unspecified)
  -1.8%[50 µM]	i	0.8
> NC(=O)c1ccc(NC(=O)CCN=C2NS(=O)(=O)c3ccccc32)cc1
  1.4%[50 µM]	i	0.9
> Cc1ccc(S(=O)(=O)N2CCN(CC(=O)NCC3(N4CCOCC4)CCCCC3)CC2)cc1
  1.8%[50 µM]	i	0.2
> CC(C)NC(=O)c1ccc(NC(=O)CC2SC(N3CCCC3)=NC2=O)cc1 (stereo unspecified)
  0.5%[50 µM]	i	0.5
> CCOc1ccc(OCCC(=O)Nc2cccc(S(=O)(=O)N3CCCC3)c2)cc1
  0.4%[50 µM]	i	1.1
> C#CCOCCOCCOCCNc1nc(N2CCN(C(=O)[C@H](CCCCN)n3cc(CCC(=O)O)nn3)CC2)nc(N2CCN(C(=O)[C@H](CCCCN)n3cc(CC(C)O)nn3)CC2)n1 (stereo partly specified)
  0.5%	i	0.3
> CC(=O)Nc1ccc(NC(=O)COC(=O)c2ccccc2C(=O)c2ccccc2)cc1
  0.0%[50 µM]	i	0.5
> Cc1ccc([C@@H]2CC=C(C(=O)O)[C@H](c3cccc(Cl)c3)N2S(=O)(=O)c2ccc(C)cc2)cc1
  -2.1%	i	0.3
> COc1ccc(NC(=O)CSc2nnc(-c3cccnc3)o2)c(OC)c1
  1.6%[50 µM]	i	1.3
> Cc1ccc(C(=O)Nc2ccccc2-c2ccccc2)cc1S(=O)(=O)Nc1ccccc1
  1.7%	i	0.5
> Cc1ccc(OCC(=O)OCc2nc3scc(-c4ccccc4)c3c(=O)[nH]2)cc1C
  1.1%[50 µM]	i	0.8
> COc1ccccc1C(=O)NC(=O)COC(=O)C1CCC1
  1.6%[50 µM]	i	0.6
> Cc1ccc(NC(=O)CN(C)C(=O)Cc2coc3cc(C)c(C)cc23)cc1
  -0.6%[50 µM]	i	0.7
> CC(=O)c1ccc(OCCCC(=O)Nc2cccc(S(=O)(=O)N3CCCCC3)c2)cc1
  0.1%[50 µM]	i	1.6
> Cc1ccc(-c2ccc(=O)n(CCC(=O)N3CCN(c4cccc(C)c4)C(C)C3)n2)cc1 (stereo unspecified)
  0.0%	i	0.6
> COc1ccccc1C(=O)COC(=O)CNS(=O)(=O)c1ccc(C)c(C)c1
  1.9%[50 µM]	i	0.5
> Cc1cccc(C)c1OCC(O)CN1CCc2ccccc2C1 (stereo unspecified)
  0.4%	i	0.6
> CC(C)(C)NC(=O)C[C@H]1C[C@H](C(=O)N2CCOCC2)[C@@]2(C)c3[nH]c4ccc(Cl)cc4c3CCN2C1=O
  0.0%	i	0.7
> Cc1ccccc1CN1[C@@H](Cc2ccccc2)COCCS1(=O)=O
  1.3%	i	0.6
> O=C(/C=C/c1cccc(Cl)c1)c1ccc([N+](=O)[O-])o1
  0.4%	i	2.0
> CCOC(=O)[C@H]1[C@H]2COc3ccc(Br)cc3[C@@H]2N2C(=O)CN(Cc3ccc(F)cc3)C(=O)[C@@]12C
  0.2%	i	0.7
> CCOC(=O)C1=C(COC(=O)[C@H](C)NS(=O)(=O)c2ccccc2F)NC(=O)NC1C (stereo partly specified)
  1.1%[50 µM]	i	1.2
> Cc1cc(C)n2nc(SCc3c(F)cccc3Cl)nc2n1
  0.1%	i	0.5
> CCCCCNC(=O)Cc1ccc(S(=O)(=O)N2CCOCC2)s1
  0.9%[50 µM]	i	0.5
> O=C(NCCC1CCCCN1S(=O)(=O)c1ccccc1)C(=O)NCc1ccccn1 (stereo unspecified)
  -0.9%	i	0.9
> CC1CCc2sc(C(=O)NCc3ccccn3)cc2C1 (stereo unspecified)
  -0.6%[50 µM]	i	0.6
> O=C(O)c1cc(S(=O)(=O)Nc2cccc(S(=O)(=O)N3CCCC3)c2)ccc1Cl
  2.4%[50 µM]	i	1.5
> C/C(=N/Nc1ccc(C(=O)O)cc1)c1ccc2c(c1)Nc1ccccc1S2
  -2.2%	i	1.1
> CCN(CC(=O)Nc1ccc(NC(C)=O)cc1)C(=O)c1cc(-c2ccccc2Cl)nc2ccccc12
  0.6%[50 µM]	i	0.5
> O=C(CCNC(=O)c1ccc(Br)cc1)NC1CCCc2ccccc21 (stereo unspecified)
  0.6%[50 µM]	+	7.9*
> C[C@H](CO)N1C[C@H](C)[C@H](CN(C)Cc2ccccc2)Oc2c(NC(=O)Nc3ccc(F)cc3)cccc2C1=O
  -0.4%	i	1.9
> Cc1cccc(C)c1N1C(=O)CC(N2CCN(S(=O)(=O)c3ccccc3F)CC2)C1=O (stereo unspecified)
  0.2%[50 µM]	i	0.1
> N[C@@H](Cc1ccc(O)cc1)C(=O)Nc1ccc2ccccc2c1
  0.6%[50 µM]	i	1.2
> C#CCOCCOCCOCCNc1nc(N2CCN(C(=O)[C@H](CCCN=C(N)N)n3cc(C(N)[C@H](C)CC)nn3)CC2)nc(N2CCN(C(=O)[C@H](CCCN=C(N)N)n3cc(C(N)[C@@H](C)CC)nn3)CC2)n1 (stereo partly specified)
  2.9%	i	1.7
> O=C(NC1CCCCC1)c1ccc(COc2ccccc2)o1
  1.2%[50 µM]	i	1.2
> Nc1nc2c(ncn2C2C[C@H](O)[C@@H](CO)O2)c(=O)[nH]1 (stereo partly specified)
  -4.7%	i	1.7
> CCOc1cc(C(=O)OC(C)C(=O)Nc2ccccc2OC)ccc1OCC(=O)N1CCOCC1 (stereo unspecified)
  0.4%[50 µM]	i	0.2
> COc1cc2sc3ccc(-c4ccc(CN5CCOCC5)cc4)cc3c(=O)c2cc1OC
  4.2%	?	.
> CC(C)[C@H](NC(=O)c1ccccc1F)C(=O)OCCN1C(=O)c2ccccc2C1=O
  -3.4%	i	0.7
> Cc1ccc(C(=O)NCC(c2ccco2)N2CCc3ccccc32)cc1 (stereo unspecified)
  0.1%[50 µM]	i	0.9
> CCN(CC(=O)Nc1cc(S(=O)(=O)N2CCCCC2)ccc1Cl)Cc1ccccc1
  0.2%[50 µM]	i	0.5
> CC(=O)Nc1cccc(OCc2cccc([N+](=O)[O-])c2)c1
  2.0%	i	1.2
> O=C(COC(=O)/C=C/c1cccc(Cl)c1)NC1CCCC1
  -0.3%	i	0.7
> CCC(=O)c1ccc(OCC(=O)N2CCN(C(=O)c3ccccc3)CC2)cc1
  0.9%[50 µM]	i	1.0
> CN(c1ccccc1)S(=O)(=O)c1cccc(NC(=O)CCNC(=O)c2ccccc2)c1
  0.7%[50 µM]	i	0.9
> O=C(COC(=O)Cc1ccc(Br)cc1)NCc1cccs1
  -1.0%	i	0.8
> COc1cccc(COC(=O)C2CCN(S(=O)(=O)c3ccc(Cl)cc3)CC2)c1OC
  -0.2%[50 µM]	i	1.0
> CCOc1cc(N2CCOCC2)c(OCC)cc1NC(=O)c1c(C)noc1C
  0.7%[50 µM]	i	0.3
> CCC(C(=O)N1CCN(S(=O)(=O)c2ccc(F)cc2)CC1)c1ccccc1 (stereo unspecified)
  1.1%[50 µM]	i	0.4

Next section:
Below each compound: UTI89 phage lysis	Myeloid diff 2	Myeloid diff 2 GFP+ MAC1+ %
> CC(=O)c1sc(N/N=C\c2c(O)ccc3ccccc23)nc1C
  0.2%	i	1.0
> COC(=O)Cc1nc(NC(=O)c2cccs2)sc1C
  -0.3%	i	0.7
> COc1ccc(OC)c(S(=O)(=O)Nc2ccc(-c3ccc4nncn4n3)cc2)c1
  0.9%[50 µM]	i	0.4
> Nc1ccn(C2OC(COP(=O)(O)O)C(O)C2O)c(=O)n1 (stereo unspecified)
  -1.7%	i	1.0
> Cn1c(=O)c2c(ncn2CC(=O)OCC(=O)Nc2ccc(F)cc2Cl)n(C)c1=O
  -1.6%	i	0.7
> N#C/C(=C\c1ccc(O)c(O)c1)C(=O)Nc1ccccc1
  -6.9%	i	3.3
> CCOc1ccccc1-c1cc(C(=O)N/N=C/c2cccnc2)c2ccccc2n1
  i	i	0.6
> CC(=O)c1ccc(OCCCC(=O)OCC(=O)Nc2c(C)nn(-c3ccccc3)c2C)cc1
  0.8%[50 µM]	i	0.5
> Cn1ncc(N=Cc2c(O)ccc3ccccc23)c1C(=O)N1CCOCC1
  -2.7%	i	0.4
> CCc1cc2c(SCC(=O)Nc3ccc(NC(C)=O)cc3)ncnc2s1
  -0.2%[50 µM]	i	0.3
> O=C(NCc1ccccc1)c1nncc(-c2ccccc2)n1
  0.4%	i	0.3
